TMEM16A inh: TMEM16A chloride channel inhibitors, primary screen, cell-based, HTS; hit rate 1.2% among 310,000; normalized B-score (activity score, 25-100; higher = stronger inhibition) at 10 µM; HEK293 TMEM16A/YFP iodide influx fluorescence, ionomycin; Anoctamin-1 (Mus musculus), Q8BHY3;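 active = ratio plate-corrected score three or more library SD toward inhibition, starting fluorescence score within five deviations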;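 also: score derived from kinetic fluorescence span divided by baseline fluorescence per well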
ANO1 activ: TMEM16A chloride channel activators or potentiators, primary screen, cell-based, HTS | Anoctamin-1 (Mus musculus), Q8BHY3 | HEK293 TMEM16A/YFP-H148Q/I152L, iodide quench fluorescence; active compounds read low | B-score at 10 µM | hit rate 0.3% among 340,000;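 active = fluorescence-ratio B-score plate-corrected deviation score at least 3 library SD below zero, with starting fluorescence score within 5 deviations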;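 also: channel opened by trigger with iodide after compound preincubation; score built on the fluorescence ratio of max minus min over baseline; more negative score means more quench and so TMEM16A activation or potentiation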
HDAC3 inh: HDAC3 deacetylase inhibitors, primary screen, biochemical, fluorescence, cell-free homogeneous; inhibition, % at 8.3 µM; recombinant HDAC3, fluorogenic peptide/trypsin coupled; hit rate 0.15% among 320,000; Histone deacetylase 3 (Homo sapiens), O15379; in the data active = inhibition above about 26%, passing the limit was not always enough; inconclusive = no clear call, values can overlap the other calls
TRPC4 act: activators of mouse TRPC4 channel, primary screen, Fluo4 calcium, HEK293 TRPC4beta/mu-opioid cells | Fluo4 calcium fluorescence; active compounds read high | B-score at 10 µM | AID 2237, 2010 | Short transient receptor potential channel 4 (Mus musculus), Q9QUQ5 | hit rate 0.49% among 310,000;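 active = B-score above 5 SD of library B-scores, and initial fluorescence ratio not above library mean plus 5 SD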;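 also: positive B-score marks a calcium rise read as TRPC4 activation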
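Assay system: HEK293 stable line with TRPC4beta plus mu-opioid receptor. Times: dye 45 min RT, read 110 s. Measured by: kinetic Fluo4 calcium fluorescence. Measure: B score of integrated ratio. Controls: assay buffer as low control, maximal DAMGO as high control.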
KCNQ1 block: inhibitors of human KCNQ1 channel, primary screen, cell-based, thallium flux, high-throughput; Potassium voltage-gated channel subfamily KQT member 1 (Homo sapiens), P51787; CHO-K1 KCNQ1, FluxOR thallium flux fluorescence; active compounds read high; B-score at 10 µM; hit rate 1.3% among 310,000;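 active = compounds whose thallium flux B-score, printed positive for inhibition, exceeds three library SD while starting fluorescence stays within three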;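 also: channel opened by potassium depolarization with thallium stimulus after 20 min compound exposure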
Target sequence (P51787 whole entry, looked up): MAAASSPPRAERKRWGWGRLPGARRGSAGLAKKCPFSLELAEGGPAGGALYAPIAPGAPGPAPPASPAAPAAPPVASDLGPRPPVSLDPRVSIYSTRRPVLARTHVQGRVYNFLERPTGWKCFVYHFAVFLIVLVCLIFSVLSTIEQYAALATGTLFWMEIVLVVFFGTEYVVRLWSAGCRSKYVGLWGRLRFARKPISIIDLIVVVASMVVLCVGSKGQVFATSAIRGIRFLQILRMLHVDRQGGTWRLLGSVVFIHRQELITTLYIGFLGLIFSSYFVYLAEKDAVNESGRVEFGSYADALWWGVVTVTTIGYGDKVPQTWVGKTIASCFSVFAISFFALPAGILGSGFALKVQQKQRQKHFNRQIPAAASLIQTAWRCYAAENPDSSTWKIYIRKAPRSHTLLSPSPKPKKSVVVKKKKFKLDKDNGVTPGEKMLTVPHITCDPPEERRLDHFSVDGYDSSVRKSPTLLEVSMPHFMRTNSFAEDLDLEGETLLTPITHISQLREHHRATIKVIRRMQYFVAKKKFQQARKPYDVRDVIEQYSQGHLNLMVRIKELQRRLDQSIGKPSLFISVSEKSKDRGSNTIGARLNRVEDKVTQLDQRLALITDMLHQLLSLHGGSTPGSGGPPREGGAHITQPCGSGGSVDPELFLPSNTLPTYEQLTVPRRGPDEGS
TRPC4 PAM: positive allosteric modulators of TRPC4, primary screen, cell-based, mouse TRPC4beta, HEK293 mu-opioid, Fluo-4 calcium. DAMGO EC20, Fluo-4 Ca2+ flux; active compounds read high. B-score at 10 µM. hit rate 0.42% among 310,000. AID 2227, 2009;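 active = B-score of calcium response area above 5 SD of library B-scores, with initial fluorescence ratio within 5 SD of library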;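 also: B-score of integrated fluorescence ratio over time as area under calcium response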
hERG rescue: hERG rescue from dofetilide block, primary screen, cell-based, CHO-hERG, FluxOR thallium flux, dofetilide IC70. Voltage-gated inwardly rectifying potassium channel KCNH2 (Homo sapiens), Q12809. dofetilide IC70 present. activation (rescue from dofetilide block), less the hit threshold, % at 10 µM. hit rate 0.51% among 310,000. AID 1511, 2009;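 active = activation above the mean of controls blocked by dofetilide plus 5 SD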;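 also: thallium influx through hERG after potassium depolarization seen as dye fluorescence rise; in these data hits start at about 4.7%; inactives centre near -7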
KCNQ1 act: potentiators or activators of KCNQ1 channel, primary screen, cell-based, thallium flux, high-throughput. Potassium voltage-gated channel subfamily KQT member 1 (Homo sapiens), P51787. CHO-K1 KCNQ1, thallium flux FluxOR fluorescence; active compounds read high. hit rate 0.35% among 310,000. AID 2648, 2010. B-score at 10 µM;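 active = fluorescence ratio B-score, a plate-corrected score, at least three library SD, with initial intensity B-score within 5 SD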
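Assay system: CHO-K1 cells stably expressing KCNQ1; Medium: assay buffer with matched DMSO; Also added: K+/Tl+ depolarizing stimulus; Dosing: single dose; Timing: dye 90 min, compound 20 min, room temperature; Measured by: kinetic FluxOR thallium fluorescence, 10-s 1-Hz baseline, 110-s post-stimulus read; Read-out: peak-minus-minimum fluorescence over initial fluorescence, negative-control normalized, B-scored.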
KCNK9 inh: KCNK9 potassium channel inhibitors, primary screen, HEK293 cells, thallium flux; Potassium channel subfamily K member 9 (Homo sapiens), Q9NPC2; FluxOR thallium flux fluorescence; active compounds read low; B-score at 10 µM; hit rate 1.2% among 310,000;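 active = ratio B-score over 3 SD below the library mean, with starting fluorescence within 5 SD of its mean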;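 also: negative B-score means less thallium flux so channel inhibition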
KCNK3 inh: human KCNK3 channel inhibitors, primary screen, CHO cells, FluxOR thallium flux, B-score; B-score at 10 µM; hit rate 0.84% among 340,000; FluxOR fluorescence; active compounds read low; Potassium channel subfamily K member 3 (Homo sapiens), O14649;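 active = B-score under library mean minus 4 SD, starting fluorescence ratio at most library mean plus 5 SD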;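 also: more negative B-score means stronger inhibition of thallium flux through KCNK3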
Target sequence (O14649 whole entry, looked up): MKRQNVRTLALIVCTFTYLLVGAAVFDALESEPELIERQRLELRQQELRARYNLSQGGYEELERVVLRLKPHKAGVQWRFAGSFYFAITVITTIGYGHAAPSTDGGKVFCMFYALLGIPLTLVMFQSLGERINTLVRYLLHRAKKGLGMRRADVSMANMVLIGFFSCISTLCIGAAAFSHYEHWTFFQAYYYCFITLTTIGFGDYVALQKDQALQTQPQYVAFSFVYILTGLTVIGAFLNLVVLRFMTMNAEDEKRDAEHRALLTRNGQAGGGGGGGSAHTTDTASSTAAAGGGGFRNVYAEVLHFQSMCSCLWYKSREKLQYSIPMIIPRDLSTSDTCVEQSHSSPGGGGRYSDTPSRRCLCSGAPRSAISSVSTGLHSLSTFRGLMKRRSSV
Dyrk1A ADPGlo: rat Dyrk1A kinase inhibitors, primary screen, biochemical, single point, plate reader; ADP-Glo luminescence, NFATc1 peptide; hit rate 0.43% among 310,000; Dual specificity tyrosine-phosphorylation-regulated kinase 1A (Rattus norvegicus), Q63470; AID 504441, 2011; inhibition, % at 12.5 µM; in the data active = inhibition above about 50%;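 also: plate controls were vehicle with enzyme for no effect and no enzyme for full effect; many of its hits are not listed in these tables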
Numbers without * were called inactive; i = inactive; u = inconclusive; x = no result given. Not all compounds are listed. The share of hits here may be higher or lower than overall.

Every second line gives: TRPC4 PAM, Dyrk1A ADPGlo, KCNQ1 act, hERG rescue, KCNK3 inh, TMEM16A inh, HDAC3 inh, KCNQ1 block, KCNK9 inh, TRPC4 act, ANO1 activ
1) COc1cccc(C2c3[nH]c4ccccc4c3CCN2Cc2cccc(C)n2)c1 (stereo not drawn)
→ i, -7, i, -9, i, i, 1, i, i, i, i
2) Cc1ccc(C)c(S(=O)(=O)N2CCN(C(=O)Cc3ccccc3)CC2)c1
→ i, 6, i, -10, i, i, 6, i, i, i, i
3) CCC(c1nnnn1Cc1ccco1)N1CCC(C(N)=O)CC1 (stereo not drawn)
→ i, -1, i, 0, i, i, -2, i, i, i, i
4) NC(=O)[C@@H]1CCCN1Cc1c(C(=O)N2CCN(C3CCCCC3)CC2)nc2ccccn12
→ i, -3, i, -5, i, i, -4, i, i, i, i
5) COc1ccc(Cn2nnnc2C(c2ccccc2OC)N2CCC(C(N)=O)CC2)cc1 (stereo not drawn)
→ i, 0, i, -14, i, i, 0, i, i, i, i
6) COC(=O)C(CC(=O)Nc1cc(C)ccc1C)Nc1ccccc1OC (stereo not drawn)
→ i, -2, i, -7, i, i, -5, i, i, 69*, x
7) O=c1nc2n(c3c1oc1ccccc13)Cc1ccccc1-2
→ i, x, i, -5, x, x, x, i, i, i, x
8) COc1ccccc1OCC(=O)NCc1nc(-c2ccccc2)no1
→ i, 1, i, -6, i, i, -7, i, i, i, i
9) Cc1cccc(NC(=O)CN2C(=S)NC(C)(C)CC2C)c1C (stereo not drawn)
→ i, 3, i, -6, i, i, 0, i, i, i, i
10) Cc1ccc(-n2nnnc2CNC(=O)c2ccc(Br)o2)cc1C
→ i, x, i, -5, i, i, -1, i, i, i, i
11) O=C(Cc1ccc(-n2cccc2)cc1)NC1CCCCC1
→ i, 0, i, -6, i, i, 2, i, i, i, i
12) Nc1ccccc1SC1CC(=O)N(c2ccc3c(c2)OCCO3)C1=O (stereo not drawn)
→ i, -5, i, -6, i, i, -5, i, i, i, i
13) COc1cc(/C=N/NC(=S)NCC2CCCO2)cc(OC)c1OC (stereo not drawn)
→ i, 1, i, -10, i, i, 1, i, i, i, i
14) CCOC(=O)c1sc(NC(=O)CSc2nnnn2-c2ccc(C)cc2C)nc1C
→ i, -4, i, -9, i, i, 3, i, i, i, i
15) Cc1cc(C)n(CC(O)COc2ccc(Cl)cc2Cl)n1 (stereo not drawn)
→ i, x, i, -1, i, i, -2, i, i, i, i
16) Cc1sc2nc(NCCO)[nH]c(=O)c2c1C
→ i, 30, i, -13, i, i, 5, i, i, i, i
17) CC1(NC(=O)C23CC4CC(CC(C4)C2)C3)CCS(=O)(=O)C1 (stereo not drawn)
→ i, -11, i, -7, i, i, -8, i, i, i, i
18) Cc1ccc2[nH]c(C)c(/C=N/Nc3nc4ccccc4s3)c2c1
→ i, -2, i, -5, i, i, 0, i, i, i, i
19) Cc1ccc(NC(=O)NC(=O)CN2C(=O)NC3(CCc4ccccc43)C2=O)c(C)c1 (stereo not drawn)
→ i, 3, i, -14, i, i, 6, i, i, i, i
20) O=C(N/N=C/c1ccncc1)c1cc([N+](=O)[O-])cc([N+](=O)[O-])c1O
→ i, -2, i, -10, i, i, 6, i, i, i, i
21) Cn1c(C2=C(O)CN(c3ccc4c(c3)OCCO4)C2=N)nc2ccccc21
→ i, 13, i, -2, i, i, 2, i, i, i, i
22) C/C(O)=C(/C#N)c1nc2ccccc2[nH]1
→ i, -9, i, -9, i, i, -1, i, i, i, i
23) CCOc1cc(CNc2ccc(N3CCN(C(C)=O)CC3)cc2)cc(Br)c1OC
→ i, -2, i, -8, i, i, x, i, i, i, i
24) Nn1c(SCc2ccc(C(=O)O)cc2)nnc1-c1ccc(Cl)cc1Cl
→ i, 1, i, -4, i, i, 16, i, i, i, i
25) CC(OC(=O)CCCN1C(=O)c2ccccc2C1=O)C(=O)Nc1ncc(Cl)cc1Cl (stereo not drawn)
→ i, 2, i, -10, i, i, -9, i, i, i, i
26) Cc1snc(SCC(=O)c2ccc(Cl)cc2)c1C#N
→ i, 8, i, -12, i, i, 3, i, i, i, i
27) O=C(NN1C(=O)c2ccccc2NC12CCCCC2)c1ccccc1
→ i, -2, i, -1, i, i, -9, i, i, i, i
28) COc1ccc(NC(=O)CN(C)C2CCCCC2)cc1Cl
→ i, 2, i, -15, i, i, 0, i, i, i, i
29) CC1CCN(C(=O)CSc2nc3ccccc3s2)CC1
→ i, 11, i, -18, i, i, -3, i, i, i, i
30) O=C(CSC1=NCCS1)Nc1ccc2ccccc2c1
→ i, 2, i, -12, i, i, 3, i, i, i, i
31) Cc1ccc(NC(=O)CCCNC(=O)c2ccc(Cl)cc2)nc1
→ i, 7, i, -5, i, i, 7, i, i, i, i
32) COc1cccc(NC(=O)CSc2nnc(NC(=O)C3CC3)s2)c1
→ i, 1, i, -6, i, i, 2, i, i, i, i
33) Cc1nn(C)cc1C1Nc2ccccc2C(=O)N1O (stereo not drawn)
→ i, 12, i, -10, i, i, 11, i, i, i, i
34) c1ccc(-n2ncc(-c3nn[nH]n3)n2)cc1
→ i, 6, i, -9, i, i, -6, i, i, i, i
35) Cc1ccc(-n2c(Cc3cccn3C)nnc2SCC(=O)N2CCN(c3ccccc3)CC2)cc1
→ i, 0, i, -10, i, i, 7, i, i, i, i
36) CCS(=O)(=O)c1ccc(O)c(NC(=O)NC2CCCCC2)c1
→ i, 7, i, -7, i, i, x, i, i, i, i
37) O=C(O)CC(NC(=O)C1CCCCC1)c1cc([N+](=O)[O-])ccc1Cl (stereo not drawn)
→ i, x, i, -17, i, i, -11, 12*, i, i, i
38) CC(=O)Cn1ncc(N2CCOCC2)c(Br)c1=O
→ i, 0, i, -8, i, i, 3, i, i, i, i
39) COc1ccc(/C=N/NC(=O)CC2N=C(Cc3ccccc3)NNC2=O)cc1OC (stereo not drawn)
→ i, 5, i, -9, i, i, 5, i, i, i, i
40) COc1ccc(CCNc2nc(C)nc3c2nnn3Cc2ccccc2)cc1OC
→ i, 4, i, -9, i, i, -2, i, i, i, i
41) CN(C)c1cc2c(cc1NS(=O)(=O)c1ccccc1)n(C)c(=O)n2C
→ i, 3, i, -4, i, i, -7, i, i, i, i
42) CC(C)NC(=O)c1cc2nc(-c3ccco3)cc(C(F)(F)F)n2n1
→ i, 3, i, -1, i, i, -3, i, i, i, i
43) Cc1c(-c2ccccc2)c(P(=O)(N2CCOCC2)N2CCOCC2)c2ccccn12
→ i, -1, i, -4, i, i, -88, i, i, i, i
44) Cc1cccc(OCC(O)CN2CCN(CCN3C(=O)c4cccc5cccc(c45)C3=O)CC2)c1C (stereo not drawn)
→ i, 1, i, -37, i, i, 6, i, i, i, i
45) CSCCC(NC(=O)/C(=C/c1ccc(F)cc1)NC(C)=O)C(=O)O (stereo not drawn)
→ i, 1, i, -4, i, i, -3, i, i, i, i
46) Cc1ccccc1C(=O)NC1CCCCCCC1
→ i, -4, i, -6, i, i, 3, i, i, i, i
47) NNC(=O)c1cc(C23CC4CC(CC(C4)C2)C3)nc2ccccc12
→ i, x, i, -10, i, i, -7, 6*, i, i, i
48) CO/N=C/NC(=O)c1c(OC)ccnc1Oc1cccc(C(F)(F)F)c1
→ i, -11, i, -4, i, i, -1, i, i, i, i
49) Cn1c(CNS(=O)(=O)c2ccc(F)cc2)n[nH]c1=S
→ i, -2, i, -15, i, 100*, 0, i, i, i, i
50) O=C(Nc1ncc(Cc2ccccc2)s1)C1COc2ccccc2O1 (stereo not drawn)
→ i, 1, i, -5, i, i, 6, i, i, i, i
51) COc1cc(NC(=O)CSc2nncn2C)c(C)cc1[N+](=O)[O-]
→ i, -2, i, -11, i, i, 1, i, i, i, i
52) CSc1ccc(C(=O)C2CCCN(C(=O)CN3CCOC3=O)C2)cc1 (stereo not drawn)
→ i, 6, i, -4, i, i, 1, i, i, i, i
53) CCC(C)(C(=O)NC1CCCCC1)N(C)C(=O)c1ccc2c(c1)OCO2 (stereo not drawn)
→ i, 11, i, -9, i, i, 5, i, i, i, i
54) CC(C)CC(=O)Nc1cccc(C(C)O)c1 (stereo not drawn)
→ i, x, i, -12, x, i, -6, i, i, i, x
55) Cc1ccc(NC(=O)CN2C(=O)N/C(=C\c3cccn3-c3cccc(C(=O)O)c3)C2=O)cc1
→ i, -6, i, -7, i, x, x, i, i, i, i
56) COc1ccccc1NC(=O)C(C)n1cnc2c(oc3nc4c(cc32)CCCC4)c1=O (stereo not drawn)
→ i, 8, i, -9, i, i, 2, i, i, i, i
57) O=C(/C=C/c1ccc([N+](=O)[O-])cc1)OCC(=O)N1c2ccccc2Sc2ccccc21
→ i, 17, i, -10, i, i, 2, i, i, i, i
58) COc1ccc(/C=C2\Sc3ccc(C(=O)N4CCCC4)cc3N(C)C2=O)cc1OC
→ i, 4, i, -9, i, i, 8, i, i, i, i
59) COc1ccc(OCC(=O)Nc2ccc3c(c2)nc(CN2CCCC2)n3C)cc1
→ i, 5, i, -5, i, i, x, i, i, i, i
60) O=C(NC(=S)NCc1cccnc1)c1cc2ccccc2o1
→ i, -2, i, -7, i, i, u, i, i, i, i

With a hit mark in TRPC4 act, among the entries above:
No.	mol	TRPC4 PAM	Dyrk1A ADPGlo	KCNK3 inh	HDAC3 inh	KCNQ1 block	KCNK9 inh	TRPC4 act	ANO1 activ
6	COC(=O)C(CC(=O)Nc1cc(C)ccc1C)Nc1ccccc1OC (stereo not drawn)	i	-2	i	-5	i	i	69*	x

Compound activity as filed in PubChem.
